Compound activity (PubChem BioAssay)
CXCR6 block = CXCR6 (human) receptor inhibition | CHO-K1 PathHunter CXCR6 beta-arrestin, luminescence | O00574 | actives 0.36% (n = 360,000) | inhibition, % at 20 µM; in the data active means inhibition above about 34%, passing the limit was not always enough;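 further: antagonist mode with CXCL16 agonist at 10 nM final; 0% = 10 nM CXCL16 with DMSO and 100% = unstimulated wells without agonist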
Target sequence (O00574 whole entry, looked up): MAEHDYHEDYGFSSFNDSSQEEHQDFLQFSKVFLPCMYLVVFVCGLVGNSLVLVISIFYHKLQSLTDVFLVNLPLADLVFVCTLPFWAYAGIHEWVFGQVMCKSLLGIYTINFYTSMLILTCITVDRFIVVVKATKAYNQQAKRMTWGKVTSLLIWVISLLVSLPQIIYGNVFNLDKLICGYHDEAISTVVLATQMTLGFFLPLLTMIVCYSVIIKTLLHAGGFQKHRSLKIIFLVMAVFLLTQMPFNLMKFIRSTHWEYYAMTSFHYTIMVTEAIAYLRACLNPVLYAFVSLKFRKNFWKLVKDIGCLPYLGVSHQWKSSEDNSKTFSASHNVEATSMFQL
APJ agonist = activates the human apelin receptor APJ; AID 2520; actives 0.11% (n = 330,000); activation, % at 20 µM; P35414; CHO-K1 APJ PathHunter beta-arrestin, luminescence; 0% DMSO wells, 100% apelin;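 active means activation more than six SD over the plate average, tested at 20 µM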;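 further: 0% = DMSO alone and 100% = apelin-13 at 10 nM; some results filed as inactive read as strong as hits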
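Incubation: overnight seeding, 90 min compound at 25 °C, 1 h detection; test system: PathHunter CHO-K1 APJ (AGTRL-1) beta-arrestin reporter cells; amount: 1000 cells/well; doses: one dose, 20 µM compound, 1% DMSO; measured by: beta-gal luminescence; measure: agonist-driven arrestin binding to APJ; benchmarks: negative DMSO alone, positive Apelin-13 at 10 nM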
tim23-1 inh = inhibits growth of tim23-1 mutant yeast. S. cerevisiae tim23-1 growth, BacTiter-Glo luminescence, 24 h. inhibition, % at 20 µM. actives 1.3% (n = 330,000). AID 463212;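 active means growth inhibition of the mutant yeast at or above 50%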;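 further: temperature-sensitive mutant grown at 25 °C; plate controls were DMSO-treated mutant yeast for no effect and medium wells lacking yeast for full effect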
UPR XBP1 act = activators of adaptive arm of unfolded protein response (XBP1); activation, % at 20 µM; actives 0.33% (n = 330,000); CHO-XBP1 luciferase reporter, IRE1-XBP1 UPR activation, luminescence; percent of tunicamycin response, DMSO as zero;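 active means versus positive control, 20 µM dose yields 30% or more activation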;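 further: 100% = tunicamycin at 10 µg/mL and 0% = DMSO only wells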
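Material: IRE1-XBP1 luciferase reporter CHO line / Quantity: one thousand reporter cells per well / Buffer or medium: F12 with 10% serum / Compound: 20 µM single concentration, DMSO 1% / Times: 6 h treatment, 37 °C / Detection: Steady-Glo luciferase glow luminescence, 10 min after reagent addition / Benchmarks: tunicamycin high, DMSO low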
APJ antag = antagonists of human APJ apelin receptor | actives 0.32% (n = 330,000) | AID 2521 | inhibition, % at 20 µM | P35414 | CHO-K1 APJ beta-arrestin complementation, luminescence;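 active means inhibition above about 40% at 20 µM, limit read from the data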;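 further: cells challenged with 10 nM apelin-13 agonist together with compound; plate controls were apelin-13 plus DMSO wells for no effect and DMSO wells lacking apelin-13 for full effect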
CCR6 antag = blocks CCL20-driven beta-arrestin recruitment at human CCR6; P51684; CHO-K1 CCR6 PathHunter beta-arrestin, luminescence, CCL20-stimulated; inhibition, % at 20 µM; actives 0.49% (n = 340,000); AID 493098;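 active means compounds whose inhibition of the agonist-driven luminescence signal at 20 µM reaches about 50%, limit read from the data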;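 further: cells stimulated with CCL20 at 14 nM final; plate controls were DMSO with CCL20 for no effect and DMSO without agonist for full effect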
Target sequence (P51684 whole entry, looked up): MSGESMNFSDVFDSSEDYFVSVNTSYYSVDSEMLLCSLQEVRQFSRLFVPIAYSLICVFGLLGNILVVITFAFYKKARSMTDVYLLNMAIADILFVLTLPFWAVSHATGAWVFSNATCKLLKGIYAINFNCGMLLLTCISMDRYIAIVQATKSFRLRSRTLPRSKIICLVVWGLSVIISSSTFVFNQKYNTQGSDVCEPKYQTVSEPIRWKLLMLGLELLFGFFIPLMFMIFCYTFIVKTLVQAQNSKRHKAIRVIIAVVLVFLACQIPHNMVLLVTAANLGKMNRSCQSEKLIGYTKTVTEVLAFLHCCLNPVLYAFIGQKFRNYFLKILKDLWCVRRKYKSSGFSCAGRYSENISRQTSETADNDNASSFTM
Mdm2-MdmX inh = inhibitors of human Mdm2/MdmX interaction; AID 485346; inhibition, % at 8 µM; SaOS-2 split-luciferase Mdm2/MdmX complementation, luminescence; actives 3% (n = 330,000);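 active means inhibition of at least 50% at 8 µM in the primary screen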
UPR CHOP act = activators of apoptotic arm of unfolded protein response (CHOP). CHO-CHOP luciferase reporter, UPR activation, luminescence; percent of tunicamycin response over DMSO baseline. activation, % at 10 µM. actives 0.34% (n = 330,000). AID 449763;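 active means at 10 µM dose, activation of 40% or more, normalized to positive control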;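 further: 100% = tunicamycin at 10 µg/mL and 0% = DMSO alone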
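assay system = CHO CHOP reporter cells | amount = 500 CHO-CHOP cells per well | buffer or medium = F12 with 10% FBS | incubation = 16-18 h cell attachment, then 6 h compound exposure, 37 °C | detection = luminescence read with Steady-Glo | read-out = percent activation relative to tunicamycin control | controls = tunicamycin high control, DMSO low control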
EBI2 antag = EBI2 (human) antagonism; P32249; EBI2 beta-arrestin recruitment, luminescence, 7a,25-OHC stimulated; inhibition, % at 5 µM; actives 0.81% (n = 360,000); AID 651636; in the data active means inhibition above about 38%;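 further: enzyme fragment complementation signal reports receptor beta-arrestin coupling in cells; 0% = agonist plus DMSO wells and 100% = wells without agonist; some results beyond the cut were filed as inactive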
Target sequence (P32249 whole entry, looked up, the tested form may be a part): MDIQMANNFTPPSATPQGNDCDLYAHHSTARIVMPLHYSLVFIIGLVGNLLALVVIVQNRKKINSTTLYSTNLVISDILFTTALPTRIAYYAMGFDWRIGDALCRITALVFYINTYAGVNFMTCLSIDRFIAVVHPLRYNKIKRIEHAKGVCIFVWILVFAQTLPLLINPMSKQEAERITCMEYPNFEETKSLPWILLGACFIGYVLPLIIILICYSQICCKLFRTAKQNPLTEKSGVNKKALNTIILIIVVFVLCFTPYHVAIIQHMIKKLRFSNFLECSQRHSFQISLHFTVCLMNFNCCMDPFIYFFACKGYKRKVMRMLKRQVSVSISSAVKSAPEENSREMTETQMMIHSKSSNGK
An asterisk follows results filed as active; / = no result given. These rows are one share of the data. The share of hits here may be higher or lower than overall.

SMILES	CXCR6 block	APJ agonist	tim23-1 inh	UPR XBP1 act	APJ antag	CCR6 antag	Mdm2-MdmX inh	UPR CHOP act	EBI2 antag
O=C(NCc1ccccc1)C(=O)Nc1nc(-c2ccccc2)cs1	22	2	8	-2	-5	20	-2	-1.2	4
Cc1ccnc(NCc2cc(C)ccc2O)c1	2	-4	-1	0	13	-7	11	3.2	-3
CC(C)(C)NC(=O)CN(Cc1ccc2c(c1)OCO2)C(=O)CNS(=O)(=O)c1ccc(F)cc1	-7	-4	5	-2	6	8	-1	-0.6	-5
CC(=O)Nc1ccc(C(=O)Nc2ccc3c(c2)OCCO3)cc1	2	1	-8	-8	2	-10	2	1.1	-10
COc1ccc(Nc2nc3c([nH]2)c(=O)[nH]c(=O)n3C)cc1	-3	0	-4	5	7	12	9	-0.2	-5
COc1cc(NC(=O)c2c(-c3ccccc3Cl)noc2C)c2ncccc2c1	12	-6	17	1	-17	21	24	1.4	16
O=C(CN1CCC(NC(=O)c2ccccc2Cl)CC1)NCc1ccco1	7	-3	24	0	-11	-3	-19	-1.5	-1
Cc1onc(C(=O)Nc2cccnc2Cl)c1[N+](=O)[O-]	9	-2	-5	0	11	20	-20	-2.2	-7
COc1ccc(NCc2ccc([N+](=O)[O-])s2)cc1	-25	0	58*	-5	-33	22	23	0.4	7
CC(OC(=O)CNC(=O)c1sc2ccccc2c1Cl)c1ccccc1 (stereo not given)	5	2	24	-1	-10	16	-32	-0.2	13
O=c1cc(CN2CCN(S(=O)(=O)c3ccc4ccccc4c3)CC2)nc2sccn12	-4	-5	34	-3	1	-1	22	1.2	-5
COc1ccc(OC)c(S(=O)(=O)N(C)CC(=O)N2CCN(c3ccccc3F)CC2)c1	0	-4	4	-6	-15	29	-8	-0.9	2
CC(C)CC(NC(=O)c1ccc(Cl)cc1Cl)C(=O)O (stereo not given)	-6	-2	6	-2	-3	-11	-13	-0.6	-10
Cc1ccccc1OC(C)C(=O)NCCC1=CCCCC1 (stereo not given)	6	-2	13	-1	-14	10	15	-0.1	19
CC1O[C@@H](O[C@H](C)CC[C@@H](C)O)C(O)C[C@H]1O (stereo not given in full)	-4	6	4	-2	13	5	13	0.0	-18
C=CCOC(=O)CCP(=O)(CCC(=O)OCC=C)c1ccccc1	3	4	-8	0	7	-16	4	0.4	0
Cc1nc(N2CCOCC2)[nH]c(=O)c1CCC(C)C	-1	-3	21	3	-3	-7	-7	0.0	-16
Cc1ccc2[nH]c(-c3ccccc3)cc(=O)c2c1	-7	9	8	7	-84	10	11	-2.7	-21
COc1cccc(OCc2cc(C(=O)N3CCC(C(O)C(C)C)CC3)no2)c1 (stereo not given)	-2	-7	32	-7	7	8	6	-1.4	12
Cc1ccc(NC2CCCN(C(=O)c3ccccc3-c3ncc[nH]3)C2)cc1C (stereo not given)	6	-4	8	-2	10	0	7	0.5	-9
CC1(C)CC(=O)C2=C(C1)OC(N)=C(C#N)C21CCN(Cc2ccccc2)CC1	-1	7	21	-2	-18	7	12	0.4	-7
COc1ccc(OC)c(NC(=O)c2cccc(Cn3cc(Br)c([N+](=O)[O-])n3)c2)c1	-6	-1	19	-4	8	14	3	3.4	9
O=C(O)CCC(=O)Nc1ccc(C(=O)OCC(=O)c2ccc(Cl)cc2)cc1	2	-2	-11	-3	1	-7	4	1.8	-1
Cc1ccc(-c2cc(C(=O)Nc3ccccn3)c3ccccc3n2)o1	18	-6	-12	-1	24	22	5	4.1	10
COc1ccc(CCNCC(O)COc2ccc(OC)cc2C(C)(C)C)cc1 (stereo not given)	-6	-2	12	-1	-6	10	23	-0.8	3
COc1ccccc1OCCCN1C(=O)C(=O)c2cccc(C)c21	16	-6	37	4	11	34	23	-1.4	7
[O-]c1n[n+](-c2ccc(Cl)cc2)cc2ccccc12	-1	-3	22	1	-42	11	7	-0.3	-2
O=C(NC(=S)NCCOCc1ccc(Cl)cc1)c1cccnc1	7	-2	45	-6	-4	2	18	-0.5	-5
CCNC(=O)CC1C(=O)N(c2ccc(F)cc2)C(=O)N1CCC(C)C (stereo not given)	-2	-1	-10	-1	-6	-22	-9	-0.3	3
COc1ccc(CCNC(=O)c2cnc(C)cn2)cc1	-1	-5	12	-4	-6	-9	-4	0.0	0
CCCn1nnc(NC(=O)/C=C/c2ccc(C(C)C)cc2)n1	-3	2	-3	1	10	8	0	0.6	13
COC(=O)c1ccc(CNC(=O)c2c3c(nc4ccccc24)CCN(Cc2ccccc2)C3)cc1	1	-5	9	-3	11	9	13	-2.6	12
COc1ccc(S(=O)(=O)N2CCCC2CNC(=O)C(=O)NCc2ccc3c(c2)OCO3)cc1 (stereo not given)	3	-5	29	-1	2	-5	28	4.3	4
CC(C)(C)n1nnnc1C(c1ccccc1F)N(Cc1ccco1)CC1CCCO1 (stereo not given)	5	-5	48	-2	20	25	24	0.3	9
CCOc1cc(Br)c(Br)c(C=Nc2ccc(NC(C)=O)cc2)c1O	42*	-5	76*	-3	31	19	68*	0.5	20
COc1ccc(N(CC(=O)NCCSCc2ccc(C)cc2)S(=O)(=O)c2ccccc2)cc1	-3	3	12	-4	-16	0	17	0.9	73*
COc1cc(CN2CCC(CCC(=O)NC3CC3)CC2)cc(Cl)c1OC	4	-2	-2	-2	2	15	-6	0.6	1
COc1ccc(OC)c2sc(NC(=O)c3ccc(Br)s3)nc12	7	-1	24	4	8	11	46	3.8	2
COC(=O)[C@]1(Cc2ccccc2)N[C@H](CN(C)S(=O)(=O)c2ccc(C(F)(F)F)cc2)[C@@H]2C(=O)N(Cc3ccccc3)C(=O)[C@@H]21	1	-2	2	-4	1	-11	28	2.5	14
COc1ccc(-n2c(SCCC#N)nnc2-c2cc(Cl)ccc2OC)cc1Cl	-4	-2	10	-1	-4	13	54*	0.0	4
O=C(CN1C(=O)COc2ccc(S(=O)(=O)N3CCCCC3)cc21)NCc1ccccc1Cl	-1	1	-4	1	-29	2	7	-0.3	12
CCNc1c(NS(=O)(=O)c2ccc(OC)cc2)c(=O)oc2ccccc12	-10	-2	6	3	14	1	22	3.6	0
Cc1ccnc(NS(=O)(=O)c2ccc(N3C(=O)C4CCCCC4C3=O)cc2)n1 (stereo not given)	-8	-1	18	-4	8	-1	11	1.3	-7
CCOc1ccc(NC(=O)CN(C)Cc2cc(=O)n3c(-c4ccccc4)csc3n2)cc1OCC	7	-3	5	-3	4	7	12	1.0	-12
COc1ccc(N(C(C)C(=O)N/N=C/c2cc(Br)c(C)o2)S(C)(=O)=O)cc1 (stereo not given)	-10	-1	4	-2	12	11	8	-1.7	1
COc1cccc(N=Nc2c(=O)[nH]n3c(C)cc(C)nc23)c1	9	-1	-15	0	16	12	13	2.1	-7
Cc1[nH]n(-c2cccc(Cl)c2)c(=O)c1-c1ccc(Cl)cc1	-9	6	11	1	-3	2	40	3.1	-7
COc1ccc(S(=O)(=O)N2CC(=O)Nc3ccccc32)cc1	4	-2	-1	-6	-3	11	1	1.6	0

Entries shown so far that contain a cyano group:
SMILES	CXCR6 block	APJ agonist	tim23-1 inh	UPR XBP1 act	APJ antag	CCR6 antag	Mdm2-MdmX inh	UPR CHOP act	EBI2 antag
CC1(C)CC(=O)C2=C(C1)OC(N)=C(C#N)C21CCN(Cc2ccccc2)CC1	-1	7	21	-2	-18	7	12	0.4	-7
COc1ccc(-n2c(SCCC#N)nnc2-c2cc(Cl)ccc2OC)cc1Cl	-4	-2	10	-1	-4	13	54*	0.0	4

New compounds follow
SMILES	CXCR6 block	APJ agonist	tim23-1 inh	UPR XBP1 act	APJ antag	CCR6 antag	Mdm2-MdmX inh	UPR CHOP act	EBI2 antag
C/C(=C\C(=O)c1ccc(C)cc1)Nc1cccc(O)c1	10	-5	51*	1	9	9	-184	0.9	0
COc1ccc(C(=O)Nc2ccc(C)cn2)c(OC)c1	-7	1	33	-8	13	2	68*	-10	3
O=C(CCN1C(=O)CSc2ccccc21)Nc1cccc(C(F)(F)F)c1	-2	-4	27	0	-1	5	-13	-0.5	-3
O=C(NCCN1CCOCC1)c1ccc(F)cc1	-2	-7	0	-1	19	6	36	2.6	1
CCN(CC)CCNC(=O)CS(=O)Cc1nc(-c2ccc(Cl)cc2)oc1C (stereo not given)	7	-2	-3	4	-28	3	8	-1.8	-6
Cc1ccc(NC(=O)CN2CCOCC2)cc1Cl	1	-1	-7	0	10	0	15	2.2	-17
CCc1nc(C)cc2c1sc1ccccc12	1	-3	29	5	18	7	26	7.5	-2
CCNc1nc(NCC)nc(N2CC(=O)N(CC(=O)OCC)C2=N)n1	-6	1	-6	0	7	-2	17	0.9	-1
O=C1c2cc(Br)ccc2OC2C=CC=CC12 (stereo not given)	0	/	44	8	/	14	-25	5.1	-7
COc1ccc(NC(=O)CSc2nc3[nH]ncc3c(=O)[nH]2)c(OC)c1	10	0	10	3	4	8	19	-0.9	0
Cc1nonc1OCCNCCNc1ccc([N+](=O)[O-])cc1Cl	4	-2	10	-2	-3	17	-13	-2.2	4
O=C(NC1CCCCC1)C(c1ccccc1)N(Cc1cccnc1)C(=O)c1csnn1 (stereo not given)	-8	0	17	-6	14	13	17	0.3	-3
Cn1cc(-c2cccc(C(F)(F)F)c2)cc(C#N)c1=O	6	-1	-6	-3	7	-5	22	-2.4	-11
CC(C)NC(=O)c1cc(-c2cccs2)nc2ccccc12	-11	-1	8	1	14	13	13	1.2	-9
O=P(/C(=N/O)Sc1ccccc1)(N1CCOCC1)N1CCOCC1	1	2	10	-1	12	-17	-1	0.1	-13
COc1ccc(C2C(Oc3ccccc3)C(=O)N2c2ccc(C)c(C)c2)cc1OC (stereo not given)	3	-4	-1	-1	-2	9	7	-2.1	29
Cc1ccc(-c2nnc(N(C)C(=O)c3cccnc3)s2)cn1	-1	-4	-7	-1	-6	-4	-8	-0.4	-7
O=C(COc1ccc(Br)cc1)N1CCNC1=O	-3	-3	10	0	-8	7	14	-0.2	2
CCOC(=O)CN/C=C(\C#N)c1ccccc1	-2	0	4	-1	5	10	-5	1.4	6
CC1(C)Cc2nc3sc4c(=O)[nH]cnc4c3cc2CS1	-1	-4	6	-1	3	9	-5	2.4	-2
O=C(COC(=O)Cc1ccsc1)NC(c1ccccc1)c1ccccc1	4	-4	18	-1	10	10	23	-0.8	4
COc1ccc(-n2c(CCC(=O)O)ccc2-c2ccccc2)cc1	3	-2	29	0	6	-7	-23	2.8	9
CC(=O)Nc1ccc2nc(NC(=O)CN3CCOCC3)sc2c1	-8	0	13	-2	-6	5	0	-1.1	13
COc1cccc(NC(=O)CN(C)C(=O)C2=COCCO2)c1	-2	0	9	2	17	14	-5	1.3	1
Cc1ccc(CSCc2ccc(C(=O)NCCCN3CCOCC3)o2)cc1	4	0	-8	-2	-2	0	-5	0.4	4
COc1ccc(-n2c(C)nc3sc4c(c3c2=O)CCCC4)cc1	/	-1	45	2	22	/	-8	-0.1	/
